FLuc counter – counter-screen for miR-21 project: firefly luciferase inhibitors or activators. purified FLuc, Km substrates, luminescence inhibition. 6.9% of 360,000 active. Potency, µM (doses to about 57.5 µM), without a hit: at the highest dose activity change, negative = inhibition, hits mostly inhibitors. P08659;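 note: potency is the fitted concentration of half-maximal effect; plate controls were vehicle for no effect and reference inhibitor for full effect; nearly all actives have a fitted effect of over 55% in size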
Target sequence (P08659 whole entry, looked up): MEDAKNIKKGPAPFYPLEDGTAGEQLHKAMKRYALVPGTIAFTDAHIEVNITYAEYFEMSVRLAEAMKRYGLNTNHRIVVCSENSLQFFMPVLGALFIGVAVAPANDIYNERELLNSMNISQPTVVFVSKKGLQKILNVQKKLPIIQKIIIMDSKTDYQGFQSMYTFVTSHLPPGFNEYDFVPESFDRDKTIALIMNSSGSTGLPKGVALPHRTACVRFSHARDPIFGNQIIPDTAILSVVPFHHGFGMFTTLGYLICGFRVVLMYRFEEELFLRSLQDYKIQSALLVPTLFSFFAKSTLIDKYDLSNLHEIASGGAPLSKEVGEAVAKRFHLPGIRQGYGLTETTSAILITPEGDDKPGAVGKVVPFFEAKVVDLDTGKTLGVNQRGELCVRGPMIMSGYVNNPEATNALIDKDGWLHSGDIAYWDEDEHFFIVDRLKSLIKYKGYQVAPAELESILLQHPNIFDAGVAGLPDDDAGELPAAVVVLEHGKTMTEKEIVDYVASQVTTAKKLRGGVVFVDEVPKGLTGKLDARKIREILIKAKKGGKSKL
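Purified P. pyralis luciferase (10nM final) with 10uM D-luciferin and 10uM ATP (Km levels) in 50mM Tris acetate pH 7.5, 10mM Mg acetate, 0.01% Tween-20, 0.05% BSA; qHTS 6-point titration, ~60 µM downward; luminescence read.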
NPC1 promoter act – activates the NPC1 promoter; Potency, µM (series often up to 9.22 µM), inactives show at the highest dose activation, hits mostly activators; 2.4% of 320,000 active; Huh7 NPC1 promoter luciferase reporter, 24 h;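 note: potency is the fitted concentration of half-maximal effect; % of control where 0% means no effect; nearly all actives have a fitted effect of over 60% in size; reporter is driven by a mutant NPC1 promoter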
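Stably transfected Huh7 (NPC1 promoter→luciferase), 1500 cells/well in Opti-MEM + 10% FBS, 2 h settle, then compound 24 h at 37 °C. Luminescence after 10 min with Amplite reagent.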
Rab9 promoter act – activates the Rab9 promoter; AID 485297; Huh7 Rab9 promoter-luciferase reporter, luminescence, 24 h; 2.8% of 320,000 active; Potency, µM (doses to about 9.22 µM), inactives show top-dose activation, negative = inhibition, usual class: activators; note: potency is the fitted concentration of half-maximal effect; % of control where 0% means no effect; nearly all actives have a fitted effect of over 60% in size
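Luciferase signal after 10 min detection reagent at ambient indicates Rab9 promoter upregulation; stably transfected Huh7 cells were treated 24 h with compound in DMSO at 37 °C, 5% CO2.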
uPA generation – cell surface uPA generation inhibition; cell surface uPA generation assay, qHTS; Potency, µM (titrated, usually from 38.3 µM), for inactives: at the highest dose activity change, negative = inhibition, usual class: inhibitors; 0.31% of 330,000 active; AID 540303; active = well fitted inhibition curve with a large enough effect; inconclusive = small, poorly fitted or top-dose-only effect; inactive = no such curve, though single readings can be large or run the other way; tested in mouse RAW 264.7 cells; note: potency is the fitted concentration of half-maximal effect; % is set by controls: 0 for no effect and ±100 for the full control effect; nearly all actives have a fitted effect of over 55% in size
KCNH2 3.1 block – KCNH2 3.1 (human) potassium channel inhibition | 0.95% of 340,000 active | U2OS KCNH2 3.1, thallium flux FluxOr; stronger effect = lower value | AID 720553 | activity change, % (tested at about 1.8 µM);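 active = maximum activity change below -70%; inconclusive = maximum activity change from -70% to -50%; inactive = maximum activity change above -50%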;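 note: thallium influx rate constant from kinetic fluorescence after stimulation buffer; % is set by controls: 0 for no effect and ±100 for the full control effect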
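Normalized rate constant (relative to positive and negative DMSO controls) derived from a 2 min kinetic fluorescence read after stimulation; U2OS cells expressing the 3.1 isoform via virus at 1.77 x 10^8 /mL.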
ELG1 genotox – inducers of genotoxicity in HEK293T ELG1-luciferase cells. HEK293T ELG1-luciferase reporter, luminescence, 16 h. AID 504466. Potency, µM (top dose mostly 46 µM), for inactives: at the top dose activity change, positive = activation, actives largely listed as activators. 1.3% of 330,000 active; note: potency is the fitted concentration of half-maximal effect; % of control where 0% means no effect; nearly all actives have a fitted effect of over 60% in size
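Screening used a luciferase reporter fused to human ELG1 in HEK293T cells. Luminescence was read on a CCD plate imager after 16 hr exposure and 30 min ONE-Glo incubation.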
Gal4-VP16 FLuc – inhibits Gal4-VP16 luciferase reporter, ROR gamma counter-screen. 3.5% of 310,000 active. Drosophila S2 Gal4-VP16 UAS-luciferase, luminescence, 20 h. AID 2546. Potency, µM (top dose mostly 53.6 µM), for the others: top-dose activity, negative = inhibition, usual class: inhibitors;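 note: Gal4-VP16 expression switched on by copper sulfate through the metallothionein promoter; potency is the fitted concentration of half-maximal effect; % is set by controls: 0 for no effect and ±100 for the full control effect; nearly all actives have a fitted effect of over 50% in size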
Tb PFK inh – T. brucei PFK enzyme inhibition; O15648; T. brucei PFK, ADP-Glo luminescence; Potency, µM (doses to about 57.5 µM), for inactives: top-dose activity, negative = inhibition, usual class: inhibitors; 0.17% of 330,000 active; AID 485367;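 note: potency is the fitted concentration of half-maximal effect; 0% = uninhibited 1x PFK enzyme wells and -100% = no-enzyme wells; nearly all actives have a fitted effect of over 60% in size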
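Compounds were pin-transferred as a titration series up to 57 uM into substrate buffer (0.5 mM F6P, 0.1 mM ATP, pH 8.0), then 1.25 nM PFK was added and reactions ran 45 min before ADP-Glo detection.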
Coupling enz – counter-screen for Giardia aldolase inhibitors: coupling enzyme system; coupling enzyme system counterscreen, AmpLite Red fluorescence; activity change, negative = inhibition, % at 58.2 µM, hits read low; 0.67% of 290,000 active; AID 2472; in the data active = activity change below about -30%; note: % is set by controls: 0 for no effect and ±100 for the full control effect
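Counterscreen of the coupled detection system alone, without aldolase: glyceraldehyde-3-phosphate coupling enzymes plus AmpLite Red readout. Compounds at 57.5 uM final, 10 min RT preincubation, 20 min RT reaction, fluorescence 525/598 nm.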
RORgamma inh – ROR gamma (mouse) transcription inhibition; P51450; Drosophila S2 Gal4-RORgamma UAS-luciferase reporter, 20 h; Potency, µM (series often up to 53.6 µM), inactives show at the top dose activity change, negative = inhibition, actives largely listed as inhibitors; 5.4% of 310,000 active; AID 2551; note: potency is the fitted concentration of half-maximal effect; % is set by controls: 0 for no effect and ±100 for the full control effect; nearly all actives have a fitted effect of over 60% in size
Target sequence (P51450 whole entry, looked up, the tested form may be a part): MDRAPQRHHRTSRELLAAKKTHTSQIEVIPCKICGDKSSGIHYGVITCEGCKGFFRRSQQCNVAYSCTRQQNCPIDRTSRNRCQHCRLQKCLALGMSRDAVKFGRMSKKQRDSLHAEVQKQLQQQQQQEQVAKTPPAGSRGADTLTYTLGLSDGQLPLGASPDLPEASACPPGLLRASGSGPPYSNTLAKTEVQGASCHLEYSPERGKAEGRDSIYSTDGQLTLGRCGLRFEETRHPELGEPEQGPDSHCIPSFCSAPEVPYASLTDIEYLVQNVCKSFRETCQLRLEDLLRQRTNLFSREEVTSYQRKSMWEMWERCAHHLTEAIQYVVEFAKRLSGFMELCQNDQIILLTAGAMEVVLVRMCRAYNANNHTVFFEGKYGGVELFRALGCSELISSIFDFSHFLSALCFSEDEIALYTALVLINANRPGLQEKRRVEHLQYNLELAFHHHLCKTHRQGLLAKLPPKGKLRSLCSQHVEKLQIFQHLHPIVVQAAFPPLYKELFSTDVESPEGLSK
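ROR gamma transcriptional activity was tracked as Gal4-UAS luciferase output in stably transfected Drosophila Schneider cells, with compound added 1 hr before 700 uM copper sulfate induction and a 20 hr ambient-temperature incubation.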
Giardia kill – Giardia lamblia killing; 0.15% of 340,000 active; Giardia lamblia trophozoite viability; activity change, % at 7.66 µM, hits read low; AID 540267; in the data active = activity change below about -80%; inconclusive = between about -30% and that limit;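 note: parasites exposed to compound for two days anaerobically before the ATP read; % is set by controls: 0 for no effect and ±100 for the full control effect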
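Trophozoite viability was measured as ATP-dependent luminescence, read 15-30 min after reagent addition. Before that, parasites at 100 cells/well were exposed to compounds for 48 h, anaerobically, at 37 deg C.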
Active calls of the source: *; ? = inconclusive; . = not tested or not shown; & = joins results of further samples; [ ] = dose if it differs, or a comment. Unless noted, calls come from the whole dose curve; as a rule, active = well fitted curve in the direction sought with a large enough effect; inconclusive = small, poorly fitted or top-dose-only effect, or another doubt; inactive = no such curve, though single readings can be large; an effect the other way counts as inactive or inconclusive. Outcome played no part in choosing rows; about 14% have a hit in one of these screens.

SMILES	FLuc counter	NPC1 promoter act	Rab9 promoter act	uPA generation	KCNH2 3.1 block	ELG1 genotox	Gal4-VP16 FLuc	Tb PFK inh	Coupling enz	RORgamma inh	Giardia kill
O=C(CNC(=S)N(Cc1ccccc1)Cc1cccnc1)NC1CCCC1	1%	1%	-3%	-4%	-3	-3%	0%	-1%	4	24%	7
Cc1ccccc1CSc1nccn1-c1ccccc1	-3%	-5%	-4%	2%	-1	1%	13µM*	0%	-4	2.5µM*	-9
CCOC(=O)N1CCN(c2c(NCCCN(CC)c3cccc(C)c3)c(=O)c2=O)CC1	0%	0%	-16%	.	2	2%	-9%	-7%	-2	-37%	-12
CCOc1ccc(-c2cc(C(=O)N3CCCC3)c3ccccc3n2)cc1	0.48µM*	3.5µM*	1.4µM*	?	-13	?	17%	1%	.	-4%	-24
O=c1[nH]c2ccccc2c(O)c1O	?	1%	0%	-11%	-8	-9%	-1%	-26%	-73*	8%	9
COc1ccc(C(=O)O/N=C(/c2cccs2)C(C)(C)C)cc1	-11%	-2%	1%	4%	-7	-1%	2%	2%	-1	12%	-12
O=C(Nc1ccc(N2CCCCCC2)cc1)c1ccc[nH]1	.	1.1µM*	0.4µM*	?	-5	?	.	3%	.	.	-3
Cc1noc(C)c1C(=O)Nc1ccc2c(c1)CCC2	?	.	.	5%	-5	.	10%	.	0	1%	3
O=C(O)CCc1ccc(-c2cccs2)n1NC(=O)c1ccccc1Br	1%	1%	-9%	.	7	-5%	-5%[0.365 µM]	-1%	4	42%	9
COC(=O)CSc1ncnc2c(C)csc12	?	1%	-2%	2%	7	-2%	-5%	-1%	3	5%	-2
COc1ccccc1NC(=O)Cn1cncc1-c1ccc([N+](=O)[O-])cc1	0%	-2%	4%	-8%	4	8%	-7%	-6%	-4	0%	1
CC(C)CN1C(=O)c2ccccc2C1(O)Cc1ccccc1 (centres undefined)	-1%	-4%	8%	2%	-21	1%	20µM*	-8%	0	?	-1
CSc1nc(-c2ccco2)nn1C(=O)c1ccco1	?	-1%	0%	0%	4	2%	-2%	0%	-3	-7%	-10
COc1cccc(OCC(=O)Nc2ccccc2NC(C)=O)c1	-13%	1%	-6%	4%	11	-2%	-2%	-1%	2	-1%	-4
COc1ccc(CC(=O)N(CCC2=CCCCC2)c2c(N)n(Cc3ccccc3)c(=O)[nH]c2=O)cc1OC	6%	-2%	-2%	1%	-1	4%	.	0%	.	.	4
COc1ccc(N2CC(C(=O)Nc3ccccc3N3CCCC3)CC2=O)c(OC)c1 (centres undefined)	-1%	-27%	-15%	?	3	-3%	.	4%	.	.	-6
O=C(CN(Cc1ccco1)C(=O)c1ccc([N+](=O)[O-])cc1)Nc1ccccc1C(F)(F)F	-1%	-3%	0%	?	-2	0%	.	-3%	.	.	14
CCSC(=S)c1c(C)[nH]n(-c2ccccc2)c1=O	?	-1%	0%	1%	9	-14%	1.1µM*	-4%	-12	0.35µM*	-2
CCCC(C)NC(=O)COC(=O)c1ccc2c(c1)C(=O)N(Cc1ccco1)C2=O (centres undefined)	0%	0%	5%	0%	15	-1%	-8%	-3%	5	-23%	2
C=CC(O)Cc1c(C)n[nH]c1C (centres undefined)	1%	-3%	-1%	.	25	-1%	-2%	1%	2	-6%	-10
C#CCOCCOCCOCCNc1nc(N2CCN(C(=O)Cn3cc(CCO)nn3)CC2)nc(N2CCN(C(=O)[C@H](C(C)C)n3cc(CCO)nn3)CC2)n1	0%	-8%	-2%	8%	18	2%	-12%	-3%	12	5%	-12
O=C(Nc1ccc(N2CCOCC2)nc1)c1ccc(F)cc1	-20%	21%	11%	7%	8	?	6%	-8%	0	4%	-8
Cc1ccc(C(=O)CC(=O)c2cc(Cl)ccc2O)cc1	17µM*	19%	19%	.	7	15µM*	10µM*	1%	2	?	-17
COc1ccc(-n2c(CSc3nc(C)cc(C)n3)nnc2SCC(=O)Nc2nccs2)cc1	3%	-5%	-10%	-1%	1	-5%	-20%	-1%	1	-10%	4
CCOc1ccc(C(C)=O)cc1COc1ccc(C)nc1[N+](=O)[O-]	0%	-29%	-24%	-5%	-9	-2%	-1%	0%	0	-26%	-15
COc1ccc(CCNC(=O)NS(=O)(=O)c2ccc(C)cc2)cc1OC	-3%	0%	1%	-13%	-3	0%	3%	3%	1	-25%	14
Cc1ccc(C)c(Cn2nc(-c3cc(C)ccc3C)ccc2=O)c1	3%&1%	3%	-2%	-1%	3	-2%	-5%	-1%	1	1%	-13
CCOC(=O)Cc1nnc(NC(=O)c2ccccc2OC)s1	17µM*	7%	-33%[inhibitor]	-7%	-12	13%	1%	-6%	-4	-6%	0
O=C(c1cccc(F)c1)N1CCN(c2cccc(C(F)(F)F)c2)CC1	-3%	-4%	-1%	-2%	-3	-4%	-8%	-8%	-1	44%	23
NC(=O)NC(=O)COC(=O)c1cccc(NS(=O)(=O)/C=C/c2ccccc2)c1	-1%	-6%	-1%	-4%	31	-9%	7%	-2%	1	39%	-9
CC(=O)Nc1ccc(C2=NN(Cc3nnc(-c4ccccc4)o3)C(=O)SC2)cc1	?	8%	9%	6%	-3	-3%	-7%	-1%	-4	35%	15
COC(=O)c1ccccc1NC(=O)NCc1ccccc1	?	-3%	-6%	1%	3	2%	-5%	7%	-1	16%	22
COc1cccc(-c2coc3cc4oc(=O)c(CC(=O)O)c(C)c4cc23)c1	19µM*	-7%	-5%[1.84 µM]	-3%	-3	3%	-10%	11%	12	2%	-6
CN1CCc2c(sc(NC(=O)c3ccc4ccccc4c3)c2C(N)=O)C1	2.7µM*	?	?	.	.	10µM*	?	1%	.	?	.
COc1cc(OC)c(NC(=O)CN(C)S(=O)(=O)c2ccc3[nH]c(=O)oc3c2)cc1Cl	-1%	-2%	-5%	4%	5	4%	-12%	-2%	.	4%	-7
CC(C)C(Nc1ccc(C(F)(F)F)cc1[N+](=O)[O-])C(=O)O (centres undefined)	?	-9%	-2%	1%	6	0%	-10%	7%	6	27%	0
COCCN(C(=O)COC(=O)C1CC1C)c1c(N)n(Cc2ccccc2)c(=O)[nH]c1=O (centres undefined)	0%	-1%	1%	7%	1	1%	.	1%	.	.	-8
CCN1C(=O)/C(=C/c2nc3ccccc3c(=O)n2-c2ccccc2)c2ccccc21	-2%	-1%	1%	-4%	-5	-23%	5%[0.365 µM]	-3%	-2	-8%	51[activator]
CCOC(=O)C1=C(Nc2ccccc2)CC(C)(O)C(C(=O)OCC)C1c1ccc(Br)cc1 (centres undefined)	-1%	0%	-4%	3%	-4	-6%	-3%	2%	0	?	7
CC(=O)c1ccc(N2CCN(C(=O)C3CCCN(S(=O)(=O)c4cnc[nH]4)C3)CC2)cc1 (centres undefined)	-15%	1%	-10%	3%	8	3%	5%	-4%	3	6%	10
O=C(CN1CCN(c2ccc(F)cc2)CC1)Nc1nccs1	0%	2%	-7%	2%	6	-7%	-8%	0%	1	-5%	-13
COCCNC(=O)C(c1ccc(F)cc1)N(C(=O)CCC(=O)Nc1ccccn1)c1ccc(C)cc1 (centres undefined)	3%	-1%	-3%	-5%	0	-5%	-1%	1%	0	-10%	24
Cc1ccc(Nc2nc(N)c([N+](=O)[O-])c(NCCO)n2)cc1C	15µM*	20%	10%	6%	-9	18%	7%	4%	-1	-33%	-4
O=C(O)C1CSC(c2ccco2)N1 (centres undefined)	-2%	5%	-1%	-1%	-2	1%	-10%	?	-5	1%	-10
CC1(C)C2CCC1(CS(=O)(=O)Nc1ccc(S(=O)(=O)NC3CCCCC3)cc1)C(=O)C2 (centres undefined)	1%	0%	-1%	7%	-7	-5%	1%	-3%	0	?	3
COc1cccc(CNn2c(-c3cccc(C)c3)nc3ccccc3c2=O)c1	1%	0%	-4%	9%	2	-21%	13%	2%	-3	-19%	-2
O=S(=O)(Cc1ccc(Cl)cc1)c1ccccc1-c1nnc(-c2ccc(Cl)cc2)o1	1%	-7%	4%	-2%	.	9%	-20%	-4%	-10	10%	-16
COc1ccc(/C=C/C(O)=C2/C(=O)N(C)C3(C)CC2c2ccccc2O3)cc1 (centres undefined)	-10%	-2%	-2%	-12%	-5	0%	0%	2%	0	3%	-24
CCn1cc(S(=O)(=O)NCc2ccc3c(c2)OCO3)cn1	1%	5%	-1%	3%	-3	7%	1%	-3%	.	?	-3
Cc1ccc(-n2nc(C)c(NS(=O)(=O)c3ccccc3)c2C)cc1C	2%	1%	-1%	.	2	-3%	12%	1%	-2	28%	-2

High-throughput results (PubChem BioAssay)
